PREPL inh: PREPL enzyme inhibitors, primary screen, biochemical, fluorescence polarization; Prolyl endopeptidase-like (Homo sapiens), Q4J6C6; recombinant PREPL, fluorescence polarization activity-based probe; inhibition, % at 5.96 µM; actives 0.68% (n = 320,000); in the data active = inhibition above about 43%;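 note: 0% = enzyme with DMSO and 100% = wells lacking enzyme; many of its hits are not listed in these tables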
GSTO1 inh: inhibitors of recombinant GSTO1, primary screen, counter-screen for RBBP9 inhibitor project, biochemical, fluorescence polarization; Glutathione S-transferase omega-1 (Homo sapiens), P78417; activity-based probe fluorescence polarization; inhibition, % at 5.96 µM; actives 1.1% (n = 300,000); AID 1974, 2009;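 active = inhibition above the campaign mean inhibition plus 3 SD, cut at about 35% in these data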;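 note: 0% = GSTO1-1 with DMSO and 100% = wells lacking GSTO1-1 enzyme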
PAFAH1B2 inh: PAFAH1B2 enzyme inhibitors, primary screen, biochemical, fluorescence polarization, human. Platelet-activating factor acetylhydrolase IB subunit alpha2 (Homo sapiens), P68402. recombinant PAFAH1B2, FP-rhodamine activity probe. inhibition, % at 3.39 µM. actives 1.2% (n = 340,000);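 active = inhibition above the mean of all tested compounds plus 3 SD, cut at about 24% in these data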;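 note: 0% = enzyme with DMSO and 100% = wells lacking PAFAH1B2; many of its hits are not listed in these tables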
LYPLA1 inh: LYPLA1 inhibitors, primary screen, counter-screen for PME1 inhibitor project, biochemical, fluorescence polarization, FP-Rh probe ABPP; recombinant LYPLA1; inhibition, % at 5.9 µM; actives 0.16% (n = 320,000); AID 2174, 2009;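 active = inhibition above the mean of all tested compounds plus 3 SD, set per campaign, cut at about 14% in these data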;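 note: inhibitors block serine hydrolase probe labeling of LYPLA1 so polarization falls; 0% = enzyme with DMSO and 100% = wells lacking LYPLA1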
PME-1 primary: PME-1 inhibitors via competitive probe labeling, primary screen, biochemical, fluorescence polarization, FP-Rh probe, HTS | Protein phosphatase methylesterase 1 (Homo sapiens), Q9Y570 | recombinant PME-1 | inhibition, % at 5.9 µM | actives 0.53% (n = 320,000);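 active = inhibition above the campaign mean of all compounds plus 3 SD, cut at about 26% in these data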;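 note: competitive labeling of PME-1 active site by serine hydrolase directed probe; 0% = PME-1 with DMSO and 100% = wells lacking PME-1 enzyme; inhibitors block probe labeling so polarization falls and inhibition rises; many of its hits are not listed in these tables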
Target sequence (Q9Y570 whole entry, looked up): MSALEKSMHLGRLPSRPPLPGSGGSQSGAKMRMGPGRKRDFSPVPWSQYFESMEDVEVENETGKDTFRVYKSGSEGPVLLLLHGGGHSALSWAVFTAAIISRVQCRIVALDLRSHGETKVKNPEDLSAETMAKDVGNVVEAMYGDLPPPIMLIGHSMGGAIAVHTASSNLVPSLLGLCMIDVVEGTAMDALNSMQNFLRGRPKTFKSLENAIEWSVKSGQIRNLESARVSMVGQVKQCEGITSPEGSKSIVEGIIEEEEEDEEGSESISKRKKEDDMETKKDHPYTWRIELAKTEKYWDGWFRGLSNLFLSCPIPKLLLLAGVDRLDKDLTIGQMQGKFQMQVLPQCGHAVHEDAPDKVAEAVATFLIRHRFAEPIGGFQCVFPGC
PAFAH1B3 inh: PAFAH1B3 enzyme inhibitors, primary screen, biochemical, fluorescence polarization, human | Platelet-activating factor acetylhydrolase IB subunit alpha1 (Homo sapiens), Q15102 | recombinant PAFAH1B3, FP-rhodamine probe | inhibition, % at 3.39 µM | actives 0.28% (n = 340,000) | AID 492972, 2010;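 active = inhibition above the screen-wide average of all tested compounds plus 3 SD, cut at about 25% in these data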;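 note: 0% = enzyme with DMSO only and 100% = wells lacking PAFAH1B3 protein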
Target sequence (Q15102 whole entry, looked up): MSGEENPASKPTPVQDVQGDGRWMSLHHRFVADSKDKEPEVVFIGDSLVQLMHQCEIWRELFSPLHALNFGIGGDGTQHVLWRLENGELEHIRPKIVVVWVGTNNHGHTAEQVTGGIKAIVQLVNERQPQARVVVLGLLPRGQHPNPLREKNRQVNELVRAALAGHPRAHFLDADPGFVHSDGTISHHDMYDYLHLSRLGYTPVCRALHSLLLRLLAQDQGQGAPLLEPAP
LYPLA2 counter: LYPLA2 inhibitors, primary screen, counter-screen for PME1 inhibitor project, biochemical, fluorescence polarization, FP-Rh probe ABPP; recombinant LYPLA2; inhibition, % at 5.9 µM; actives 0.38% (n = 320,000);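 active = inhibition above the screen-wide mean plus 3 SD, limit set per campaign, cut at about 26% in these data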;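 note: 0% = LYPLA2 with DMSO and 100% = wells lacking LYPLA2 enzyme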
PAD4 FP inh: human PAD4 inhibitors, primary screen, biochemical, fluorescence polarization, 1536-well format | inhibition, % at 6.36 µM | AID 485272, 2010 | actives 0.41% (n = 330,000) | recombinant PAD4, RCA probe fluorescence polarization | Protein-arginine deiminase type-4 (Homo sapiens), Q9UM07;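 active = percent inhibition above a cutoff equal to the mean of all tested compounds plus 3 SD, cut at about 15% in these data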;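 note: 0% = PAD4 with RCA probe and DMSO and 100% = probe without PAD4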
pPAFAH inh: pPAFAH enzyme inhibitors, primary screen, biochemical, fluorescence polarization, human; Platelet-activating factor acetylhydrolase (Homo sapiens), Q13093; recombinant pPAFAH, FP-rhodamine probe fluorescence polarization; inhibition, % at 3.39 µM; actives 1.5% (n = 330,000); AID 463082, 2010;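 active = inhibition above the mean inhibition across the screen plus 3 SD, cut at about 25% in these data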;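 note: inhibitors block binding of the rhodamine activity-based probe so polarization drops; 0% = enzyme with DMSO and 100% = wells lacking pPAFAH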
Target sequence (Q13093 whole entry, looked up): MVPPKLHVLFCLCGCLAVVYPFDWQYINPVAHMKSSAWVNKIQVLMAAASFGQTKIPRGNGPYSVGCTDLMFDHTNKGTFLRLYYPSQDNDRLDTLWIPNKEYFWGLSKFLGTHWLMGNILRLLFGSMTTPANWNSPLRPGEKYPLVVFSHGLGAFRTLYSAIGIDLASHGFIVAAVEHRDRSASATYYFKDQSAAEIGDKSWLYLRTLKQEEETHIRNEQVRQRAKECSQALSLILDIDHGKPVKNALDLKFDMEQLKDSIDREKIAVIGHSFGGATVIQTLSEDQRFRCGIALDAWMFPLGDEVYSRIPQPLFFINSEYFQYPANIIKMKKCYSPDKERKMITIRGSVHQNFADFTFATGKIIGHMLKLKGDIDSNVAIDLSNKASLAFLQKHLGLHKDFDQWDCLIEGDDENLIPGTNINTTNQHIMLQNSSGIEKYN
An asterisk follows results filed as active; · = no result given. Not all compounds are listed (hit frequency here may not be typical).

no.	SMILES	PREPL inh	GSTO1 inh	PAFAH1B2 inh	LYPLA1 inh	PME-1 primary	PAFAH1B3 inh	LYPLA2 counter	PAD4 FP inh	pPAFAH inh
1	CS(=O)(=O)c1ccc(Cl)c(NC(=O)COC(=O)c2cccc(S(=O)(=O)N3CCCC3)c2)c1	12	19	5	1	2	11	1	-1	4
2	COc1ccc(CCC(=O)Nc2c(C)n(C)n(-c3ccccc3)c2=O)cc1	1	0	4	1	0	5	-4	0	4
3	O=[N+]([O-])c1ccccc1Oc1ccc(C(F)(F)F)cn1	5	5	-3	-3	-3	3	-4	4	5
4	O=C(CN1C(=O)C2CC=CCC2C1=O)Nc1nc(-c2ccc(F)c(F)c2)cs1 (configuration not stated)	3	·	2	·	·	4	·	-1	13
5	CCOc1ccc(/C=C2\SC(=S)N(CC(=O)Nc3ccccn3)C2=O)cc1	-5	3	-3	0	-1	-8	1	-2	0
6	CCNC(=S)NS(=O)(=O)c1ccc(CC)cc1	7	7	4	0	4	3	-1	-3	7
7	CCOc1ccc(/C=N/NC(=O)C2CC2)cc1OC	-2	3	8	1	-5	2	5	-1	4
8	CN(c1cccc(NC(=O)CN(c2ccc(Cl)c(Cl)c2)S(=O)(=O)c2ccccc2)c1)S(C)(=O)=O	-11	-4	-6	-17	-23	2	-33	2	2
9	COc1ccc2[nH]c(=O)c(-c3nnn(-c4ccc(Cl)nc4)n3)cc2c1	-5	-1	-3	-3	-3	-3	-10	-2	11
10	Cc1ccc(S(=O)(=O)Cn2nnnc2C(C(C)C)N2CCC(O)CC2)cc1 (configuration not stated)	-3	3	2	3	-7	-6	-3	5	-1
11	Nc1ccc(C(=O)N/N=C2\CCCc3c2[nH]c2ccccc32)cc1	25	20	3	-4	9	5	-5	0	10
12	CN(C(=O)c1ccc2c(c1)OCO2)C1CCCCC1	4	0	7	3	5	11	-10	-5	3
13	CCN(c1ccccc1)S(=O)(=O)c1ccc(C(=O)Nc2ncccc2O)cc1	-2	2	11	-3	-7	9	-6	0	8
14	CC(C)=C1C2CCC1C1C(=O)N(c3ccc4c(c3)OCO4)C(=O)C21 (configuration not stated)	-1	2	10	-1	1	4	1	-6	-2
15	COc1cc2c3c(c1)-c1c(sn(-c4cc(OC)ccc4OC)c1=S)C(C)(C)N3C(=O)C2=O	-5	-11	6	0	4	9	1	1	1
16	Cc1[nH]c2ccc(C(=O)N3CCC(C(N)=O)CC3)cc2c1C	1	·	3	·	·	6	·	3	0
17	C=CCNC(=O)c1ccc(C2SCC(=O)N2Cc2ccccc2)cc1 (configuration not stated)	-2	1	2	3	-4	-1	2	2	3
18	CC(=NCCc1ccccc1)C1=C(O)COC1=O	14	3	-3	3	-1	-1	8	0	1
19	CCN(CC(=O)Nc1c(F)cccc1F)C(=O)CNC(=O)c1ccc2c(c1)OCO2	9	1	4	2	-3	2	2	0	3
20	O=C(CN1CCN(c2ccccc2)CC1)N1CCc2[nH]c3ccccc3c2C1	19	-1	3	2	7	5	-4	-1	5

Reformatted with values under each structure: entries from further up.
Sequence of screens: PREPL inh	GSTO1 inh	PAFAH1B2 inh	LYPLA1 inh	PME-1 primary	PAFAH1B3 inh	LYPLA2 counter	PAD4 FP inh	pPAFAH inh
(4) O=C(CN1C(=O)C2CC=CCC2C1=O)Nc1nc(-c2ccc(F)c(F)c2)cs1 (configuration not stated)
 : 3	·	2	·	·	4	·	-1	13
(12) CN(C(=O)c1ccc2c(c1)OCO2)C1CCCCC1
 : 4	0	7	3	5	11	-10	-5	3
(17) C=CCNC(=O)c1ccc(C2SCC(=O)N2Cc2ccccc2)cc1 (configuration not stated)
 : -2	1	2	3	-4	-1	2	2	3

Full records from above. Order of screens: PREPL inh	GSTO1 inh	PAFAH1B2 inh	LYPLA1 inh	PME-1 primary	PAFAH1B3 inh	LYPLA2 counter	PAD4 FP inh	pPAFAH inh
Record of CS(=O)(=O)c1ccc(Cl)c(NC(=O)COC(=O)c2cccc(S(=O)(=O)N3CCCC3)c2)c1 → 12	19	5	1	2	11	1	-1	4
Record of CN(C(=O)c1ccc2c(c1)OCO2)C1CCCCC1 → 4	0	7	3	5	11	-10	-5	3
Record of Cc1[nH]c2ccc(C(=O)N3CCC(C(N)=O)CC3)cc2c1C → 1	·	3	·	·	6	·	3	0
Record of CN(c1cccc(NC(=O)CN(c2ccc(Cl)c(Cl)c2)S(=O)(=O)c2ccccc2)c1)S(C)(=O)=O → -11	-4	-6	-17	-23	2	-33	2	2
Record of O=C(CN1CCN(c2ccccc2)CC1)N1CCc2[nH]c3ccccc3c2C1 → 19	-1	3	2	7	5	-4	-1	5

The listing picks up; the 2 compounds before the break are reprinted first.
no.	SMILES	PREPL inh	GSTO1 inh	PAFAH1B2 inh	LYPLA1 inh	PME-1 primary	PAFAH1B3 inh	LYPLA2 counter	PAD4 FP inh	pPAFAH inh
19	CCN(CC(=O)Nc1c(F)cccc1F)C(=O)CNC(=O)c1ccc2c(c1)OCO2	9	1	4	2	-3	2	2	0	3
20	O=C(CN1CCN(c2ccccc2)CC1)N1CCc2[nH]c3ccccc3c2C1	19	-1	3	2	7	5	-4	-1	5
21	CCN1CCN(C(c2cccs2)C(C)NS(=O)(=O)c2ccc(Br)cc2)CC1 (configuration not stated)	-7	7	5	-2	7	6	4	0	3
22	Cn1cnnc1SCC(=O)Nc1ccccc1F	17	3	-1	-1	1	5	4	-3	-2
23	NC(=O)NS(=O)(=O)Oc1ccccc1	-9	0	3	1	-1	9	0	1	-1
24	COC(=O)c1ccc(CN2CCN(CC(C)C)C(CCO)C2)cc1 (configuration not stated)	3	3	2	1	0	7	12	-3	-3
25	CC(=O)N1CCN(S(=O)(=O)c2cccc(C(=O)NNC(=O)Cn3nc(C)cc3C)c2)CC1	12	·	0	0	9	15	1	5	2
26	Cc1cc(/C=C2\SC(=S)NC2=O)cc(C)c1O	-61	-11	-26	-53	-79	-36	-103	-30	-28
27	CC(=O)Nc1ccc(/C(C)=N/NC(=O)c2ccc(CN3CCOCC3)cc2)cc1	1	-7	3	-5	4	12	-3	-2	2
28	O=C(Nn1cnc2ccccc2c1=O)c1ccc([N+](=O)[O-])cc1Cl	7	1	0	1	3	-2	0	-2	1
29	NS(=O)(=O)c1ccc(NC(=O)COC(=O)c2cn(-c3ccccc3)nc2-c2ccc(F)cc2)cc1	-4	-25	-14	-21	-37	-17	-38	-1	-9
30	O=C(CCl)N=c1sccn1Cc1ccc(Cl)cc1Cl	-9	76*	6	-7	1	11	-5	1	7
31	Cc1nc(N)sc1C(=O)NN	17	15	·	-1	4	·	-2	5	0
32	CCNc1nc(NCC)n2c(SCC(=O)Nc3ccc(C)cc3Br)nnc2n1	1	·	5	·	·	14	·	6	12
33	CC(C)(C)OCC1CO1 (configuration not stated)	4	·	3	2	-7	2	4	-4	0
34	COc1ccc(C(=O)COC(=O)C(C)N2C(=O)C3C4CCC(C4)C3C2=O)cc1 (configuration not stated)	21	2	-3	3	2	11	4	-2	-3
35	Nn1c(SCC(=O)Nc2ccc(F)c(F)c2)nnc1C1CCCCC1	3	-3	-6	4	1	-4	4	-5	3
36	COc1ccc(-n2c(SCC(=O)NCCC(C)C)nc3ccsc3c2=O)cc1	6	-3	2	0	0	5	3	3	-5
37	CC1CCN(C(=O)CSc2nnc(Cc3cccn3C)n2-c2ccc(F)cc2)CC1	15	0	8	4	0	5	0	0	3
38	Cc1nc(Cc2nnc(SCC(=O)N3CCN(c4ccc(F)cc4)CC3)o2)cs1	6	·	4	0	6	6	2	0	1
39	CCCCOC(=O)CSC1=C(C#N)C(c2ccccc2OCC)C(C#N)C(=O)N1 (configuration not stated)	11	10	3	-4	3	3	-3	-1	-5
40	COc1cccc(C(=O)NCC(=O)OCC(=O)Nc2cc(OC)c([N+](=O)[O-])cc2C)c1	-3	-1	0	0	2	1	8	-2	0
41	CC(=O)Nc1cccc(NC(=O)c2c(-c3c(Cl)cccc3Cl)noc2C)c1	2	4	0	2	-2	0	4	3	3
42	COc1ccc(N2CCN(C(=O)CSc3ccc(C)cc3)CC2)cc1	-15	-11	4	1	2	8	10	-5	5
43	S=c1nc(C2CC2)n(-c2ccccc2)[nH]1	0	-1	5	0	-9	2	1	1	3
44	Cc1ccc2c(c1)nnn2C1CCN(CC(=O)NNC(=O)c2ccco2)CC1	-3	1	2	0	1	10	0	0	6
45	Cc1cc(SCC(=O)NC2(C#N)CCCCC2)nc2c(C)cccc12	11	-5	3	1	5	-5	2	-3	-2
46	CC(=O)Nc1ccc(OCCOc2ccc([N+](=O)[O-])cc2)cc1	-6	10	2	1	-1	1	8	2	2
47	CN(C)C(=O)c1cc([N+](=O)[O-])cc([N+](=O)[O-])c1N(C)C	13	-2	-4	3	0	5	8	-4	1
48	CCCCc1cc(=O)oc2cc(C)cc(OC(C)C(=O)NCC3CCC(C(=O)O)CC3)c12 (configuration not stated)	17	-1	1	6	-3	9	7	-3	0
49	Cc1cccc(NC(=O)c2ccc(F)c(S(=O)(=O)NCc3ccco3)c2)c1	3	1	7	-5	-7	4	-4	1	7
50	O=C(NC1CCCCCC1)c1cc(=O)[nH]c2ccc(S(=O)(=O)N3CCOCC3)cc12	17	7	2	-3	-8	-2	4	0	2
51	O=C(Nc1cccc(C(=O)N2CCOCC2)c1)c1cncc(Br)c1	1	-1	7	2	-3	8	3	-4	8
52	COC(=O)c1ccc2c(=O)n(CCN3CCOCC3)c(SCC(=O)Nc3cccc(OC)c3)nc2c1	-10	-2	-1	0	-6	6	-3	3	-4
53	Cc1cc2c(cc1C)CSC(c1ccc(O)cc1)SC2	-9	1	-4	-4	-7	1	-3	-3	0
54	CCc1nc2ccc(C(=O)N(CC)CC(=O)Nc3c(F)cccc3F)cc2nc1CC	15	·	-5	-3	0	-8	1	-2	10
55	C/C(=N\NC(=O)CCC(=O)Nc1ccc(C)c(C)c1)c1cccs1	12	-8	5	2	-3	-7	-1	0	-1
56	COc1ccc(OC)c(CN2CCN(C(=O)c3cc(S(=O)(=O)Nc4ccccc4OC)ccc3C)CC2)c1	10	-2	-8	1	24	5	-2	3	2
57	CC(C)(C)c1ccc(C(=O)Nc2cccc3ncccc23)cc1	4	0	3	-1	-5	0	-1	-3	1
58	Cc1c(OC(C)C(=O)NCc2cccnc2)ccc2c3c(c(=O)oc12)CCCC3 (configuration not stated)	6	-5	4	1	5	-2	4	-4	3
59	CC(Oc1ccc(Cl)cc1)C(=O)N/N=C/c1ccsc1 (configuration not stated)	-16	2	11	-1	-7	-4	2	-4	7

Assay outcomes (PubChem)
